FXIa inh – blocks human coagulation factor XIa protease activity. P03951. purified FXIa, Boc-Glu-Ala-Arg-AMC fluorogenic substrate. inhibition, % at 5 µM. 220,000 compounds, 0.14% hits. AID 798;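 active = inhibition of at least 40%; inactive = inhibition below 40%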;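 note: fluorescence of freed AMC excited at 355 nm; 0% = enzyme without compound and 100% = no enzyme blank; many of its hits are not listed in these tables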
FXIIa inh – inhibitors of human coagulation factor XIIa. P00748. purified FXIIa, Boc-QGR-AMC fluorogenic substrate, 2 h. inhibition, % at 5 µM. 220,000 compounds, 0.3% hits. AID 800; in the data active = inhibition above about 40%;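 note: 0% = enzyme with no compound and 100% = blank without enzyme; many of its hits are not listed in these tables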
Target sequence (P00748 20-372 limits assumed): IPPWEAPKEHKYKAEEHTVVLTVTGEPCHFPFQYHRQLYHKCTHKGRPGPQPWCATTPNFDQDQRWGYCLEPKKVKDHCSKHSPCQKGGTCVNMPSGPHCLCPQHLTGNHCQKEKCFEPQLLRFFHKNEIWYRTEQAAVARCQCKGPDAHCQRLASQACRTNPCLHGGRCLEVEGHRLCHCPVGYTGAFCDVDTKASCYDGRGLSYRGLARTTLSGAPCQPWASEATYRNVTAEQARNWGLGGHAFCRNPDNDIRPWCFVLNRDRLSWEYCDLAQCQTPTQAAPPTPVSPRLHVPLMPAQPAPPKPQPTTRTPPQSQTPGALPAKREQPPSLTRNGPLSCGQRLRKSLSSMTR
Target sequence (P00748 373-615 limits assumed): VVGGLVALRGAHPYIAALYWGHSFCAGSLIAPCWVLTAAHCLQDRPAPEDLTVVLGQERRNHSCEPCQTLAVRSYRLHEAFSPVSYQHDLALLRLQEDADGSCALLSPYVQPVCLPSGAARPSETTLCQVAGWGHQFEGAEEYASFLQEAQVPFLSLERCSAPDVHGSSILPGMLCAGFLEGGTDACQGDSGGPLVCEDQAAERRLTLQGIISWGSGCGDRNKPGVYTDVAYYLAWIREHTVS
Cl transport mod – modulators of human KCC2 chloride dependent transport; KCC2 cells, thallium flux FluoZin-2 fluorescence; Q9H2X9; B-score of Tl+ flux slope (higher = more flux/activation; lower = inhibition) at 10 µM; 190,000 compounds, 2.2% hits;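 active = thallium flux slope and its plate-corrected score both differing from the plate sample mean at a set confidence after two filtering rounds, in either direction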;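 note: slope of fluorescence scaled to starting intensity during 10 to 20 s after thallium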
Thrombin inh – inhibitors of human thrombin. P00734. alpha-thrombin, Boc-VPR-AMC fluorogenic substrate cleavage. inhibition, % at 5 µM. 220,000 compounds, 0.26% hits;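 active = inhibition at or above 40%; inactive = inhibition below 40%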;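 note: 0% = enzyme with no compound and 100% = wells without enzyme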
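Material: human alpha-thrombin protein; Also added: Boc-VPR-AMC substrate, 15 µM final; Timing: enzyme reaction carried out at room temperature; Signal: fluorescence, ex 355 nm, em 460 nm; Measure: % inhibition of thrombin; Controls: enzyme without compound as high, wells lacking enzyme as low.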
PERK inh – blocks human PERK kinase; Q9NZJ5; CHO PERK-DD fusion, SEAP luminescence translation reporter; inhibition, % at 5.6 µM; 220,000 compounds, 0.17% hits; AID 1416;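 active = inhibition above the mean inhibition of all tested compounds plus 3 SD, set separately per screening campaign, cut at about 2.9% in these data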;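 note: PERK kinase domain activated by AP20187 dimerizer at 100 nM; 0% = DMSO with dimerizer and 100% = rapamycin at 8.4 µM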
KLK5 inh – inhibitors of human kallikrein 5. Q9Y337. AID 873. inhibition, % at 5 µM. recombinant hK5, fluorogenic AMC substrate cleavage. 210,000 compounds, 0.59% hits;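 active = inhibition of 40% or more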;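 note: 0% = enzyme controls without compound and 100% = no-enzyme blanks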
Target sequence (Q9Y337 67-293 limits assumed): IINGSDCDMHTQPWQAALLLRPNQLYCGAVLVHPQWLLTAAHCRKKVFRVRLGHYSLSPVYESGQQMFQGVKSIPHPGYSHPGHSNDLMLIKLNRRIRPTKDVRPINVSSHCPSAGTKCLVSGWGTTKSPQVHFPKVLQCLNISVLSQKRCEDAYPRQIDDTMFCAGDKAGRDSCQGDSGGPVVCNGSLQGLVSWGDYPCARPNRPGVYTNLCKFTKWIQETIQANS
Furin inhibitor – blocks human furin protease activity. P09958. purified furin, fluorogenic substrate cleavage. inhibition, % at 30 µM. 220,000 compounds, 0.061% hits; in the data active = inhibition above about 25%; note: inactives centre near -15
Wee1 stabilizer – inhibitors of human Wee1 degradation. P30291. HeLa Luc-Wee1K328M stability, luciferase luminescence; 100% = proteasome inhibitor MG132 effect. 220,000 compounds, 1.2% hits. reporter increase, % at 5 µM. AID 1321;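 active = activation above the mean of all tested compounds plus 3 SD, set per screening run, cut at about 8.8% in these data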;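 note: cells exposed to compound for 20 h before luminescence read; 0% = DMSO alone and 100% = MG132 at 30 µM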
p97 ATPase inh – human p97 ATPase inhibition | 220,000 compounds, 0.42% hits | P55072 | inhibition, % at 8 µM | recombinant p97 ATPase, Kinase-Glo ATP luminescence, 3 h; in the data active = inhibition above about 15%;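 note: 0% = DMSO vehicle and 100% = wells lacking enzyme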
Numbers without * were called inactive; . = not tested or not shown; [ ] = dose if it differs, or a comment. This is a subset (hit frequency here may not be typical).

Start of the data: the first three compounds, to show the layout:
molecule	p97 ATPase inh	Thrombin inh	PERK inh	KLK5 inh	Wee1 stabilizer	FXIIa inh	Cl transport mod	Furin inhibitor	FXIa inh
Cc1oc(-c2ccccc2)nc1CN1C(=O)C(C)N=C(c2ccccc2F)c2cc(Cl)ccc21 (stereo unspecified)	-3.9	0.5	-0.6	-10.8	-2.3	4.1	-0.644	-6.0	2.7
CCC(=NCCCN(C)C)c1c(O)n(-c2ccc(OC)cc2)c(=O)[nH]c1=O	-0.9	-3.3	0.8	-7.2	0.2	15.3	.	-16.6	3.5
Fc1c(F)c(F)c(N2CCNCC2)c(F)c1F	3.7	-8.1	1.1	-0.9	3.4	2.3	0.953	-15.8	-3.5

Main list (from the top)
molecule	p97 ATPase inh	Thrombin inh	PERK inh	KLK5 inh	Wee1 stabilizer	FXIIa inh	Cl transport mod	Furin inhibitor	FXIa inh
Cc1oc(-c2ccccc2)nc1CN1C(=O)C(C)N=C(c2ccccc2F)c2cc(Cl)ccc21 (stereo unspecified)	-3.9	0.5	-0.6	-10.8	-2.3	4.1	-0.644	-6.0	2.7
CCC(=NCCCN(C)C)c1c(O)n(-c2ccc(OC)cc2)c(=O)[nH]c1=O	-0.9	-3.3	0.8	-7.2	0.2	15.3	.	-16.6	3.5
Fc1c(F)c(F)c(N2CCNCC2)c(F)c1F	3.7	-8.1	1.1	-0.9	3.4	2.3	0.953	-15.8	-3.5
Clc1ccc(OCC#CCN2CCCCCC2)cc1	0.9	-2.6	1.4	.	-2.2	8.7	0.0489	-18.4	1.5
O=C(CCc1nc(-c2ccccc2F)no1)N1CCC2(CC1)OCCO2	6.7	-7.0	-0.4	9.3	2.0	3.0	-0.133	-18.9[20 µM]	0.8
O=C(O)c1[nH]c(=O)[nH]c(=O)c1F	8.8	1.0	0.7	1.7	-3.0	7.8	-0.14	-16.0	4.7
NS(=O)(=O)c1cccc(N2CCNCC2)c1	3.7	-8.5	1.1	-8.1	-2.9	-0.7	.	1.7	-6.5
CCCC/C(=N\O)c1c[nH]c2ccccc12	-3.8	4.3	-0.8	1.4	-0.2	15.1	-1.15	-0.6[20 µM]	5.8
CCOc1ccc(N2C(=O)NC(=O)/C(=C\c3ccccc3[N+](=O)[O-])C2=O)cc1	1.6	-1.4	0.7	0.6	2.8	6.8	2.53	-24.9	0.0
O=C(N/N=C/c1c(O)n(CCc2ccccc2)c(=O)[nH]c1=O)c1ccncc1	-5.8	49.6*	-0.5	-27.7	-1.5	-2.1	-0.295	1.7	-6.3
COc1cccc(OC)c1C1=NCC(=O)Nc2c1oc1ccc(Br)cc21	-1.0	0.5	-1.5	3.4	-2.0	10.4	-0.589	-6.0	9.0
CCC(=O)Nc1ccc(N2CCN(CC)CC2)c(Cl)c1	-3.4	-0.3	0.0	-3.5	-1.4	15.3	0.736	-17.0[20 µM]	4.2
O=C1CC(c2ccccc2)CN1 (stereo unspecified)	0.7	-11.4	0.6	-1.5	-1.1	6.3	-0.116	-17.7	-1.6
CC(C)=CCc1c(O)cc2c(c1O)C(=O)CC(c1ccc(O)cc1)O2 (stereo unspecified)	.	15.8	.	20.3	.	18.9	-0.0779	-16.8	5.3
CC12CC[C@H]3[C@@H](CCC4(O)C[C@H](O)CCC34/C=N/NC(=O)Cc3ccccc3)C1(O)CCC2C1=CC(=O)OC1 (stereo partly specified)	0.2	-7.2	0.7	-3.5	-3.1	1.8	0.966	-16.6	-1.3
Cc1ccc(O)c(C(=O)c2cc(C(=O)NCc3ccccc3)c(=O)n(Cc3ccccc3)c2)c1	1.8	-8.2	-0.3	2.6	-0.5	4.8	-0.0597	-19.6	5.4
O=C1NC(=O)N(c2ccc3c(c2)OCO3)C(=O)/C1=C\c1ccsc1	11.6	-1.5	1.5	3.6	-3.5	1.6	-0.18	-25.5	2.3
OC(C#CCN1CCOCC1)(c1ccccc1)C1CCCC1 (stereo unspecified)	-3.0	0.1	0.3	-3.5	0.2	5.9	2.33	-15.8[20 µM]	2.6
CC(C)c1ccc(N=Cc2c(O)n(C3CC3)c(=S)[nH]c2=O)cc1	-4.7	-6.9	-1.1	-0.5	-1.2	1.9	2.87	-5.7	-1.3
Cc1sc2ncn(CC(=O)N3CCC4(CC3)OCCO4)c(=O)c2c1C	4.3	-4.3	0.9	-11.2	6.0	-14.4	0.475	-10.7	-1.0
O=C1NC(=O)C(=Cc2ccc(-c3ccccc3[N+](=O)[O-])o2)C(=O)N1	10.3	3.1	1.0	4.2	0.9	14.4	-0.831	-7.4	6.5
CC(=O)Nc1ccccc1C(=O)OCc1ccc(F)cc1	1.2	-2.6	-0.3	-3.8	7.0	3.9	-0.557	-23.4	-3.1
O=C(Cc1ccccc1)Oc1ccccc1N1C(=O)CCC1=O	-1.4	-6.8	0.4	-2.5	-2.6	-7.1	-0.282	-15.1[20 µM]	1.6
O=C(Cn1nc(-c2ccccc2)ccc1=O)N1CCC2(CC1)OCCO2	1.9	2.8	0.6	-11.4	-1.4	7.2	-0.00428	-1.6	-3.1
O=C(NCCN1CCOCC1)c1ccc(Cl)nc1Cl	-4.7	.	-0.1	7.6	2.0	14.9	0.604	-8.1	7.8
c1ccc(-c2cc(-c3ccccc3)[n+](-c3ccccc3)c(-c3ccccc3)c2)cc1	3.9	4.2	0.0	6.7	2.0	24.1	-1.48	-12.0	8.5
CCN(CC)c1ccc(CC2C(=O)N(C)C(=O)N(C)C2=O)cc1	1.6	-0.9	0.3	-3.0	0.4	11.3	1.92	-12.7	9.9
O=C(c1cn(Cc2ccccc2)c2ccccc12)N1CCCCC1	-6.4	-0.4	0.0	7.0	6.4	7.5	-1.35	-23.1	0.2
O=C(Cc1ccccc1)N1CCN(Cc2cccc(Br)c2)CC1	-4.9	-2.7	1.1	3.4	6.4	12.0	-2.05	-10.5	3.7
O=C1NC(=O)C(CCc2ccncc2)(C2CCCCC2)C(=O)N1	5.1	-2.7	1.1	-17.4	3.2	15.5	-1.85	-1.0	7.5

The results go on:
molecule	p97 ATPase inh	Thrombin inh	PERK inh	KLK5 inh	Wee1 stabilizer	FXIIa inh	Cl transport mod	Furin inhibitor	FXIa inh
CN(C)c1ccc(NC(=O)CN2C(=O)CN=C(c3ccccc3)c3ccccc32)cc1	8.4	-2.0	-0.9	7.3	-0.3	-9.6	-0.76	-24.3	-12.1
Cc1cc(C(=O)Nc2ccccc2)nn1C(C)(C)C	-7.4	-4.5	-0.4	14.2	3.3	3.7	0.189	-19.1	-0.7
CC(NC(=O)Cc1cccc2ccccc12)C(=O)N1CCC(=O)CC1 (stereo unspecified)	-1.5	-4.4	-0.6	-22.2	-3.4	-0.4	0.915	-22.4	4.4
Clc1ccc(COC(Cn2ccnc2)c2ccc(Cl)cc2Cl)cc1 (stereo unspecified)	-2.9	-1.8	-0.2	-17.0	-0.9	12.6	0.646	-16.2	5.3
c1ccc2c(CN3CCCCCC3)c[nH]c2c1	4.7	-9.0	1.3	-4.5	-6.7	5.2	0.86	-23.8	-3.8
COc1ccccc1CN1CCCCC1c1cccnc1 (stereo unspecified)	7.9	-3.0	0.9	-4.0	-2.8	3.4	-0.0701	-9.5[20 µM]	1.9
CN(C(=O)Oc1cccc2cccnc12)c1ccccc1	3.0	16.2	0.4	22.0	-3.2	44.3*	-0.534	-10.7	14.3
O=C(c1ccc(CS(=O)(=O)c2ccccc2)o1)N1CCC2(CC1)OCCO2	0.7	-2.8	0.2	5.0	1.8	3.8	1.15	-10.2[20 µM]	-7.6
COc1ccc(OCC(=O)N2CCN(C3CCC(c4ccccc4)CC3)CC2)cc1 (stereo unspecified)	-10.3	-3.6	-0.9	-6.7	-0.6	4.4	0.483	-15.9	5.2
O=c1[nH]c(=S)n(-c2ccccc2)c(O)c1C=NCc1ccccn1	2.9	-1.9	-0.2	-0.6	-1.2	2.5	-0.468	5.3	-7.9
O=C(N/N=C/c1c(O)n(Cc2ccc(F)cc2)c(=O)[nH]c1=O)c1ccccc1O	-3.7	19.1	0.8	-72.0	-0.2	-0.8	-0.558	-7.0	-1.9
CCOC(=O)c1cc(C)sc1/N=C/C1C(=O)NC(=S)NC1=O	2.2	-4.4	0.0	-4.5	-0.2	5.4	-0.00998	-26.1	-1.2
CN(C)C(=Nc1ccccc1)P(=S)(N(C)C)N(C)C	2.3	-5.6	0.4	.	4.8	7.6	-0.0382	-18.0	2.9
COc1ccccc1/C=N/N=C(/N)N[N+](=O)[O-]	0.1	5.0	0.2	-4.2	-1.2	9.6	-0.0507	6.2[20 µM]	7.4
Cc1ccc(/C=C2\C(=O)NC(=S)N(c3ccccc3F)C2=O)s1	4.3	-1.2	1.1	-11.8	-0.7	13.2	1.51	-10.2	5.3
COc1ccc(C(=O)C2CCCN(Cc3cccc(C)n3)C2)c(OC)c1 (stereo unspecified)	4.0	-6.7	-1.5	0.8	-0.5	5.1	-1.21	-18.6	1.9
CC(C)Cc1nnc(NC(=O)CCC(=O)N2CCN(CCOC(c3ccccc3)c3ccccc3)CC2)s1	4.3	-3.6	-0.3	0.0	-1.7	5.9	0.052	-13.7	6.1
O=C(C1CC(=O)N(C2CCCCC2)C1)N1CCC2(CC1)OCCO2 (stereo unspecified)	8.4	-3.3	0.5	2.2	3.2	-8.8	0.966	-15.2	-7.0
COc1ccc(-n2c(C)cc(C(=O)C[N+]34CCN(CC3)CC4)c2C)cc1	-1.0	0.7	1.9	-6.7	2.3	6.0	-0.0754	-9.3	-8.6
C=CCn1c(O)c(/C=C2\C=Nc3ccccc32)c(=O)[nH]c1=O	12.1	-4.5	1.2	-1.6	2.2	4.6	.	-3.4	3.5
COc1ccc(CN2C(=O)NC(=O)/C(=C\c3cc(OC)c(OC)c(OC)c3)C2=O)cc1	3.7	-6.4	1.5	-0.5	-1.0	6.8	0.0182	-21.4	-0.8
CCOC(=O)c1c(/N=C/c2c(O)n(-c3cccc(C)c3)c(=O)[nH]c2=O)sc2c1CCCC2	3.9	-0.1	1.1	-12.6	3.2	9.8	-1.68	-6.0	7.9
O=C(NC(Cc1ccccc1)C(=O)N1CCC2(CC1)OCCO2)C1CCCCC1 (stereo unspecified)	-0.5	-1.9	-0.6	-3.6	-1.7	8.3	.	-7.1	-3.8
COc1cccc(CN2CCCC(C(=O)c3ccccc3SC)C2)c1O (stereo unspecified)	1.9	1.2	-0.9	4.1	1.4	10.6	-3.42	-12.1	3.2

Single records (already shown). Order of screens: p97 ATPase inh, Thrombin inh, PERK inh, KLK5 inh, Wee1 stabilizer, FXIIa inh, Cl transport mod, Furin inhibitor, FXIa inh
CC(C)Cc1nnc(NC(=O)CCC(=O)N2CCN(CCOC(c3ccccc3)c3ccccc3)CC2)s1 is entered as 4.3, -3.6, -0.3, 0.0, -1.7, 5.9, 0.052, -13.7, 6.1
Clc1ccc(OCC#CCN2CCCCCC2)cc1 is entered as 0.9, -2.6, 1.4, ., -2.2, 8.7, 0.0489, -18.4, 1.5
O=C(NCCN1CCOCC1)c1ccc(Cl)nc1Cl is entered as -4.7, ., -0.1, 7.6, 2.0, 14.9, 0.604, -8.1, 7.8
Cc1sc2ncn(CC(=O)N3CCC4(CC3)OCCO4)c(=O)c2c1C is entered as 4.3, -4.3, 0.9, -11.2, 6.0, -14.4, 0.475, -10.7, -1.0

Assay outcomes deposited in PubChem BioAssay by several laboratories.
